# Source: PubChem BioAssay
# PTAP TSG101 blk: blocks PTAP/TSG101 interaction to inhibit HIV-1 budding; Q99816; Fluorescence polarization, FITC-PTAP peptide / Tsg101 binding; Potency, µM (titrated, usually from 115 µM), for inactives: at the top dose activity change, negative = inhibition, actives largely listed as inhibitors; 340,000 tested, under 10 active; active = well fitted inhibition curve with a large enough effect in the main read-out, with a control signal flat, not every such curve was filed as active; inconclusive = small, poorly fitted or top-dose-only effect, or effect the other way, or a change in a side signal; inactive = no such curve, though single readings can be large or run the other way; note: potency is the fitted concentration of half-maximal effect; % of control where 0% means no effect
#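 Fluorescence polarization binding of Tsg101 binding domain (10 uM final) to FITC-labeled PTAP peptide (50 nM final) in HEPES pH 7.5 buffer with NaCl, Tween 20, EDTA, TCEP. Compounds added before peptide; binding 20 min at RT.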
# BCR signal inh: inhibitors of chronic active B-cell receptor signaling; ABC-DLBCL IkBa-CBG/CBR reporter, luminescence ratio, 4 h; Potency, µM (series often up to 46.1 µM), for inactives: at the top dose ratio change, negative = lower green/red ratio, usual class: inhibitors; 340,000 compounds, 0.05% hits; AID 493014; active = well fitted inhibition curve with a large enough effect in the signal ratio, with a control signal flat, not every such curve was filed as active; inconclusive = small, poorly fitted or top-dose-only effect, or effect the other way, or a change in a side signal; the % refers to the signal ratio;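 note: potency is the fitted concentration of half-maximal effect; plate controls were basal doxycycline-induced cells for no effect and cells given 10 µM MG132 for full effect; MG132 reads +100%, hits lower the ratio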
#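 Compounds up to 46 uM were incubated four hours with TMD8 cells whose green CBG68 luciferase is fused to IkappaBalpha; red CBR luminescence normalised the signal, and concentration-effect curves were fitted to fusion, red and ratio data.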
# S-ASM inh: inhibitors of human secretory acid sphingomyelinase. Potency, µM (highest dose often 57.5 µM), without a hit: top-dose activity change, negative = inhibition, hits mostly inhibitors. 340,000 compounds, 0.006% hits. P17405. placental ASM, HMU-PC fluorogenic substrate, 60 min; note: potency is the fitted concentration of half-maximal effect
#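 Human placenta-derived ASM enzyme was preincubated with compound for 10 minutes at room temperature, then given fluorogenic substrate HMU-PC0 (9 uM final) for 60 minutes at 37 °C; a pH 10 stop preceded fluorescence reading at Ex 386/Em 447 nm.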
# Menin-MLL TR inh: displaces Texas Red mutant MLL peptide from human menin; 270,000 compounds, 0.23% hits; O00255; Potency, µM (highest dose often 61.6 µM), for the others: at the highest dose FP activity change, negative = inhibition, usual class: inhibitors; Menin + Texas Red MLL mutant peptide, fluorescence polarization; AID 1768; active = well fitted inhibition curve with a large enough effect in the polarisation, with a control signal flat, not every such curve was filed as active; inconclusive = small, poorly fitted or top-dose-only effect, or effect the other way, or a change in a side signal; inactive = no such curve, though single readings can be large or run the other way; the % refers to the polarisation; note: potency is the fitted concentration of half-maximal effect; % of control where 0% means no effect; many of its hits are not listed in these tables
# B2AR arrestin: beta2AR (human) beta-arrestin recruitment activity. Potency, µM (highest dose often 46.1 µM), for inactives: at the highest dose activation, hits mostly activators. AID 492947. P07550. beta-arrestin recruitment to beta2AR, cell-based reporter. 330,000 compounds, 0.02% hits;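 note: potency is the fitted concentration of half-maximal effect; 0% = DMSO controls and full agonism = EC100 isoproterenol or metaproterenol; nearly all actives have a fitted effect of over 65% in size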
# Target sequence (P07550 whole entry, looked up): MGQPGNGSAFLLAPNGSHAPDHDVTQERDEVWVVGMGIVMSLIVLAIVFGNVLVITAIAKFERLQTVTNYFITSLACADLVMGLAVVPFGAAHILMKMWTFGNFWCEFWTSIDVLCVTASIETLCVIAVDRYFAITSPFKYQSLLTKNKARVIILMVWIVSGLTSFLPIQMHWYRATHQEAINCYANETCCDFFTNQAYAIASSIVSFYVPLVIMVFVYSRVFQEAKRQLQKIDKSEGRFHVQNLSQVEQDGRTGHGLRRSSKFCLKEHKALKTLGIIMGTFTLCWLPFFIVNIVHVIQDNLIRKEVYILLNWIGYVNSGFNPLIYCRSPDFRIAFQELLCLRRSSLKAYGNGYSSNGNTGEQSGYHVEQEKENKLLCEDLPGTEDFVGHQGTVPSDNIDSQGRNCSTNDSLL
# FBPA coupling cs: inhibits coupling enzyme system, counter-screen for aldolase hits; activity change, negative = inhibition, % at 58.2 µM, hits read low; 290,000 compounds, 0.67% hits; coupling enzyme system counterscreen, AmpLite Red fluorescence; in the data active = activity change below about -30%; note: % is set by controls: 0 for no effect and ±100 for the full control effect
#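 First, compound is pin-transferred into glyceraldehyde-3-phosphate coupling-enzyme reagent at 57.5 uM final and held 10 min at RT. Next, substrate, coupling system and AmpLite Red are added. After 20 min RT, fluorescence (525/598 nm) is read.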
# Tb PFK block: blocks T. brucei phosphofructokinase | 330,000 compounds, 0.17% hits | T. brucei PFK, ADP-Glo luminescence | Potency, µM (highest dose often 57.5 µM), inactives show at the top dose activity, negative = inhibition, hits mostly inhibitors;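 note: potency is the fitted concentration of half-maximal effect; 0% = uninhibited 1x PFK enzyme wells and -100% = no-enzyme wells; nearly all actives have a fitted effect of over 60% in size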
# Target sequence (O15648 whole entry, looked up): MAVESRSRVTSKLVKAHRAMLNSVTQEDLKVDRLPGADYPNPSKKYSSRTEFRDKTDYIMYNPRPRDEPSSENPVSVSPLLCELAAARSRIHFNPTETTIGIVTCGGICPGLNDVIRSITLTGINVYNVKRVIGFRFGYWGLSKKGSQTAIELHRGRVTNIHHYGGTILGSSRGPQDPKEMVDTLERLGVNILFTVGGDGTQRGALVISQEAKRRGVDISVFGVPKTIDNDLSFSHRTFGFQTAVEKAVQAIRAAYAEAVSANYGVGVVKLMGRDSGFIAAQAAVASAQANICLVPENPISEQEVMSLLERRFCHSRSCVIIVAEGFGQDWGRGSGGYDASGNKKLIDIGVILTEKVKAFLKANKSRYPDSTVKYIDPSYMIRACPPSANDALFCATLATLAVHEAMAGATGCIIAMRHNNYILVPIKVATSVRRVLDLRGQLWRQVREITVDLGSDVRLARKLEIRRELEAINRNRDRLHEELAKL
#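 1.25 nM PFK with 0.5 mM F6P and 0.1 mM ATP in 0.1 M TEA pH 8.0, 5 mM MgCl2, incubated 45 min at room temperature; ADP measured by ADP-Glo luminescence; compounds titrated up to 57 uM.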
# Giardia kill: Giardia lamblia killing; 340,000 compounds, 0.15% hits; activity change, % at 7.66 µM, hits read low; AID 540267; Giardia lamblia trophozoite viability; in the data active = activity change below about -80%; inconclusive = between about -30% and that limit;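 note: parasites exposed to compound for two days anaerobically before the ATP read; % is set by controls: 0 for no effect and ±100 for the full control effect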
#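 Compounds were tested on trophozoites seeded at 100 cells/well and held 48 hrs at 37 deg C anaerobically. An ATP-based luminescent kit measured the remaining live cells.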
# GALK inhibitor: galactokinase (human) inhibition; Potency, µM (highest dose often 57.5 µM), for inactives: top-dose activity change, negative = inhibition, hits mostly inhibitors; Purified GALK, Kinase-Glo residual ATP luminescence; AID 1868; 270,000 compounds, 0.007% hits; P51570; note: potency is the fitted concentration of half-maximal effect; % is set by controls: 0 for no effect and ±100 for the full control effect
#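 5 nM enzyme, 35 uM ATP, 100 uM galactose, 20 mM HEPES pH8.0, 5 mM MgCl2; 1 h RT; residual ATP by Kinase-Glo Plus luminescence, qHTS format.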
# Integrin act MD: activators of alpha7 integrin expression for muscular dystrophy. alpha7betagal myoblasts, beta-gal FDG fluorescence, 48 h. Potency, µM (titrated, usually from 38.3 µM), without a hit: at the highest dose activation, hits mostly activators. 350,000 compounds, 0.064% hits. AID 624291;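 note: potency is the fitted concentration of half-maximal effect; 100% = response of the positive control SU9516; nearly all actives have a fitted effect of over 60% in size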
#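 alpha7betagal+/- myoblasts (passage 13, 250/well) treated 48 h at 37C with compounds at 1:260 dilution of DMSO stock. Lysed, then beta-galactosidase activity read as FDG fluorescence (ex 480/em 540) after 30 min, with pre-read for autofluorescence.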
# PKM2 activator: increases activity of human pyruvate kinase M2. P14618. purified PKM2, Kinase-Glo ATP luminescence, activation; response scale: 0% is enzyme alone, no compound. Potency, µM (titrated, usually from 57.5 µM), inactives show at the top dose activation, actives largely listed as activators. 260,000 compounds, 0.34% hits; note: potency is the fitted concentration of half-maximal effect; % is set by controls: 0 for no effect and ±100 for the full control effect; nearly all actives have a fitted effect of over 55% in size
#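 Purified hPK-M2 (>95% pure) converted ADP (0.1 mM final) to ATP with 0.5 mM PEP in 50 mM imidazole pH7.2, KCl, MgCl2, Tween 20, BSA; 1 h at room temperature. ATP detected by Kinase-Glo luminescence.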
# * marks the source's active call; other numbers are inactive results; ? = inconclusive; . = no result given; [ ] = dose if it differs, or a comment. Unless noted, calls come from the whole dose curve; as a rule, active = well fitted curve in the direction sought with a large enough effect; inconclusive = small, poorly fitted or top-dose-only effect, or another doubt; inactive = no such curve, though single readings can be large; an effect the other way counts as inactive or inconclusive. Not all compounds are listed, so the mix of outcomes need not match the whole.
SMILES,PTAP TSG101 blk,BCR signal inh,S-ASM inh,Menin-MLL TR inh,B2AR arrestin,FBPA coupling cs,Tb PFK block,Giardia kill,GALK inhibitor,Integrin act MD,PKM2 activator
Cc1c(NC(=O)CN2CCN(c3ccc([N+](=O)[O-])cc3)CC2)c(=O)n(-c2ccccc2)n1C,6.1%,8.4%,-3.5%,10.7%,0.5%,3.9,-1.1%,12.4,1.4%,-10.1%,-0.1%
Clc1ccc(-c2cnnc(-c3ccccn3)n2)cc1,-5.7%,-9.2%,5.2%,.,0.1%,.,15.2%,-6.8,.,22.8%,.
CCOC(=O)C(C)Oc1ccc(OCc2ccccc2)cc1 (stereo unspecified),-14.3%,?,-1.3%,-8.9%,0.3%,-0.9,-0.4%,-12.1,-0.1%,5.6%,1.7%
Cc1ccc2c([N+](=O)[O-])c(C)ccc2n1,-5.6%,-8.0%,-3.4%,-1.2%,0.3%,2.8,-1.4%,-0.6,-2.7%,-4.2%,-3.7%
CCOC(=O)C1CCCN(C(=O)COC(=O)c2ccc(C#N)cc2)C1 (stereo unspecified),-2.3%,-0.8%,3.6%,2.3%,0.3%,-3.2,-4.0%,-1.8,13.7%,-51.5%[inhibitor],3.8%
CN(C)c1nc2ccc(OCCN3CCCCC3)cc2s1,-2.5%,-3.8%,1.5%,3.7%,0.1%,-2.1,4.6%,-1.9,10.9%,10.9%,-2.3%
COc1ccc(O)c(C(=O)c2cnc3nc4ccccc4n3c2)c1,-7.3%,?,0.4%,15.2%,0.7%,-0.9,0.1%,22.6,-0.3%,-5.2%,8.5%
O=C(Cc1ccccc1)NC(=S)Nc1ccc2oc(-c3ccccc3)nc2c1,.,?,.,-11.4%,0.1%,0.3,18.3%,.,0.4%,.,-3.3%
COC(=O)c1cccc(C(=O)Nc2ccc(C)cc2Br)n1,0.4%,14.8%,-9.0%,22.9%,-0.3%,0.1,0.9%,3.1,3.3%,10.0%,1.1%
Cc1cc(C)n2ncc(C(=O)Nc3cccc(O)c3)c2n1,-0.8%,0.3%,0.3%,-5.8%,0.0%,4.9,-0.6%,6.7,9.1%,-18.7%,-4.1%
CCn1c(C(O)c2cc(OC)c(OC)c(OC)c2)nc2ccccc21 (stereo unspecified),5.5%,-12.8%,-2.4%,-6.3%,-2.1%,0.1,-1.0%,0.3,-2.3%,-11.6%,2.1%
CCC(CC)c1nnc(NC(=O)C2CC(=O)N(c3ccc4c(c3)OCCO4)C2)s1 (stereo unspecified),0.5%,-1.7%,-3.1%,-10.7%,3.2%,6.2,-21.1%,-15.2,-0.7%,-12.2%,0.7%
CCOC(=O)CNC(=O)N1CCCC(C(=O)c2ccccc2SC)C1 (stereo unspecified),-6.3%,-11.3%,0.9%,3.8%,-1.3%,0.5,0.3%,15.9,-0.9%,13.8%,-1.5%
CC(C)(C)c1ccc(COC(=O)Nc2ccc(F)cc2)cc1,-3.1%,?,1.8%,?,-0.8%,0.0,2.2%,-8.2,4.4%,17.2%,-24.6%
CC(=O)Nc1cccc(/C(C)=N/NC(=O)c2ccc(Cl)cc2Cl)c1,-3.5%,0.2%,0.2%,3.7%,0.0%,1.6,-4.6%,-10.5,6.3%,0.0%,-4.2%
CCOC(=O)c1cc(CC)sc1NC(=O)COC,.,0.6%,-1.4%,-1.7%,-0.2%,-2.4,-1.2%,13.0,0.4%,23.9%,-2.7%
COC(=O)NNC(=O)/C=C/c1ccccc1,-1.5%,3.1%,6.9%,-5.0%,-0.5%,-1.5,3.2%,1.0,-1.4%,32.9%,4.9%
O=C(COc1ccccc1Cl)NCCNC(=O)c1ccco1,-0.7%,-4.5%,-1.4%,-7.0%,-0.3%,0.8,4.3%,?,8.0%,8.2%,-9.2%
COC(=O)c1ccc(OCC(O)CN2CCN(C(=O)c3ccco3)CC2)c(OC)c1 (stereo unspecified),-1.1%,2.1%,1.7%,-6.4%,0.3%,0.9,6.2%,-2.1,1.8%,0.0%,-3.9%
COc1ccc(/C=N/Nc2nc3ccccc3[nH]2)cc1OC,-0.3%,?,-5.3%,8.9%,-0.9%,0.7,-4.3%,5.4,1.8%,4.6%,0.1%
N#CC1=C(N)N2C(=C(C#N)C1c1cccc(Br)c1)Nc1ccccc12 (stereo unspecified),-0.7%,?,104.6%[activator],?,-0.3%,2.2,-6.0%,8.7,-2.8%,-0.2%,-2.9%
O=C(NCCCc1ccccc1)c1cc([N+](=O)[O-])ccc1Cl,-2.7%,?,0.9%,-1.6%,0.1%,1.5,-20.6%,-14.2,0.9%,-21.2%,2.4%
COc1ccc(-c2cc(C(=O)O)c3sc(N4CCCCC4)nc3n2)cc1OC,-6.0%,-1.0%,.,-1.0%,2.0%,-2.2,-0.1%,-8.5,2.2%,-21.5%,-0.6%
CN(C)S(=O)(=O)c1ccc(C(=O)NCCc2ccco2)cc1,0.0%,2.0%,10.0%,-0.7%,-0.9%,1.8,-3.2%,4.2,13.5%,16.2%,-0.1%
CCCC(=O)Nc1c(-c2ccccc2Cl)c(=O)c2ccccc2n1C,0.1%,-0.2%,1.3%,23.8%,-0.7%,0.7,-1.0%,-4.2,.,14.4%,.
C=CCNC(=O)/C(C#N)=C\c1cc(Cl)c(OCC)c(OC)c1,-12.8%,-0.1%,3.1%,8.3%,-0.1%,0.5,-9.4%,-0.6,-0.5%,15.0%,-0.8%
C/C(=N\NC(=O)c1c(-c2ccccc2Cl)noc1C)c1cccc(NC(=O)C(C)C)c1,-3.4%,?,-2.8%,-2.2%,-0.4%,0.7,-8.6%,15.3,1.7%,-17.4%,6.9%
O=C(c1cc2c(=O)n3ccccc3nc2s1)N1CCN(Cc2ccccc2)CC1,-1.0%,0.0%,.,-24.4%,0.4%,0.7,-1.6%,8.5,13.5%,27.5%,-1.7%
Cc1cc(N2CCOCC2)n2cc(-c3ccc(F)cc3)nc2n1,2.0%,-0.1%,-1.2%,5.9%,-0.5%,-3.4,2.2%,14.3,1.1%,7.8%,3.1%
Cn1c(N)c(C(=O)COC(=O)C(Cc2ccccc2)NC(=O)c2ccccc2)c(=O)n(C)c1=O (stereo unspecified),-2.4%,-10.0%,0.4%,5.2%,0.1%,3.0,7.5%,-11.9,-0.8%,142.5%,3.0%
CCOc1cc(C(C(=O)NCC2CCCO2)N(C(=O)Cn2nnc3ccccc32)c2ccccc2C(C)=O)ccc1O (stereo unspecified),1.7%,6.3%,1.8%,-12.4%,0.5%,-1.1,-0.8%,-15.5,5.7%,?,4.9%
CCn1c(SCC(=O)Nc2ccc(N3CCOCC3)cc2)nnc1-c1ccncc1,-5.1%,-1.1%,3.2%,.,-0.1%,1.9,2.7%,-1.9,0.7%,?,.
COc1ccc(NC(=O)c2ccc[n+]([O-])c2)cc1,1.1%,4.6%,2.9%,-17.5%,0.2%,-0.9,0.5%,-25.7,5.4%,3.1%,-4.3%
Cc1ccc(OCC(=O)Nc2ccccc2-c2ccccc2NC(=O)COc2ccc(C)cc2)cc1,-1.7%,-15.8%,0.1%,-4.0%,-0.2%,-1.6,2.7%,23.5,1.6%,13.2%,3.5%
O=C1NC(=S)N(C(=O)c2ccc(F)cc2)/C1=C/c1cccnc1,-1.5%,8.1%,2.0%,.,-0.8%,-0.1,0.4%,-8.5,-12.5%,4.8%,2.9%
CCOc1ccc(N2C(=O)CC(N(Cc3ccco3)C(=O)CC)C2=O)cc1 (stereo unspecified),-17.1%,?,3.8%,4.4%,0.0%,-2.9,-4.5%,11.3,4.0%,0.0%,0.3%

# Reformatted as labelled records: 2 of the compounds above
Compound: O=C1NC(=S)N(C(=O)c2ccc(F)cc2)/C1=C/c1cccnc1
  PTAP TSG101 blk: -1.5%	BCR signal inh: 8.1%	S-ASM inh: 2.0%	Menin-MLL TR inh: .	B2AR arrestin: -0.8%	FBPA coupling cs: -0.1	Tb PFK block: 0.4%	Giardia kill: -8.5	GALK inhibitor: -12.5%	Integrin act MD: 4.8%	PKM2 activator: 2.9%

Compound: CCOC(=O)C1CCCN(C(=O)COC(=O)c2ccc(C#N)cc2)C1 (stereo unspecified)
  PTAP TSG101 blk: -2.3%	BCR signal inh: -0.8%	S-ASM inh: 3.6%	Menin-MLL TR inh: 2.3%	B2AR arrestin: 0.3%	FBPA coupling cs: -3.2	Tb PFK block: -4.0%	Giardia kill: -1.8	GALK inhibitor: 13.7%	Integrin act MD: -51.5%[inhibitor]	PKM2 activator: 3.8%
